# Bioassay records deposited in PubChem by Sanford-Burnham Center for Chemical Genomics.
# TIM10 inh – growth inhibitors of isogenic TIM10 control yeast, primary screen, counter-screen for tim10-1 yeast inhibitor project, luminescence, uHTS. S. cerevisiae TIM10 strain growth, BacTiter-Glo luminescence, 24 h. inhibition, % at 10 µM. actives 1.4% (n = 330,000). AID 463195, 2010;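 active = inhibition of 40% or more at the single tested concentration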;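 also: wild-type TIM10 isogenic control strain grown at permissive 25 °C; 0% = DMSO yeast wells and 100% = minimal medium wells without yeast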
# A3A deaminase – APOBEC3A ssDNA deaminase inhibitors, primary screen, selectivity assay for APOBEC3G inhibitor project, biochemical, FAM/TAMRA oligo cleavage fluorescence | DNA dC->dU-editing enzyme APOBEC-3A (Homo sapiens), P31941 | recombinant A3A, FAM/TAMRA ssDNA deamination fluorescence | inhibition, % at 20 µM | actives 0.41% (n = 330,000);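 active = at least 40% inhibition at 20 µM here, with at most 30% in a related deaminase screen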;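 also: plate controls were A3A with DMSO for no effect and wells lacking A3A enzyme for full effect; some results filed as inactive read as strong as hits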
# NLRP3 yeast inh – NALP3 inflammasome inhibitors in reconstituted yeast, primary screen, luminescence, uHTS; inhibition, % at 10 µM; actives 0.39% (n = 330,000); Yeast reconstituted NLRP3/ASC/caspase-1, beta-gal luminescence, 24 h;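 active = inhibition of 50% or more; inactive = inhibition below 50%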;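 also: plate controls were induced DMSO wells for no effect and uninduced yeast grown without galactose for full effect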
# hIAP block – human IAP inhibitors, primary screen, biochemical, luminescence, uHTS | purified IAP, CDP-Star luminescence, 30 min | inhibition, % at 10 µM | actives 0.12% (n = 330,000) | AID 2544, 2010;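 active = inhibition reaching a set limit with compound at 10 µM in the primary screen, cut at about 35% in these data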;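 also: plate controls were DMSO wells with enzyme for no effect and no-enzyme buffer wells for full effect; values of inactives mirror those of a sister screen read the other way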
# Target sequence (P09923 whole entry, looked up): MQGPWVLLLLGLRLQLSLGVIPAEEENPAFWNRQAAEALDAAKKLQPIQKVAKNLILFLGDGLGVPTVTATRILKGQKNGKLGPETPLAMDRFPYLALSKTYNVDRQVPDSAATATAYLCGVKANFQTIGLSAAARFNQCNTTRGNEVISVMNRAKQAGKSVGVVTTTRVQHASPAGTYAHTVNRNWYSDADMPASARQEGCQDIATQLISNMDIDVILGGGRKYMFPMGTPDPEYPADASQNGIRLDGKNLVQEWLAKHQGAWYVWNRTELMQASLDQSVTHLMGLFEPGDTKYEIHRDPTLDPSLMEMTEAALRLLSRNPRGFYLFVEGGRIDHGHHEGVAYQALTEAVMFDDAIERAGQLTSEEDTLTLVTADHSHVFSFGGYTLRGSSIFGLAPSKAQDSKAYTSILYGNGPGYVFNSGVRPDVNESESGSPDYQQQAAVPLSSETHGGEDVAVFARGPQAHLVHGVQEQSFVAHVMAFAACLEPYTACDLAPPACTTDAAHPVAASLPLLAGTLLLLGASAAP
# tim10-1 inh – growth inhibitors of tim10-1 mutant yeast, primary screen, luminescence, uHTS. S. cerevisiae tim10-1 ts strain growth, BacTiter-Glo, 24 h. inhibition, % at 20 µM. actives 2.2% (n = 330,000). AID 463190, 2010;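 active = inhibition of at least 40%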;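 also: mutant grown at 25 °C; 0% = DMSO wells with yeast and 100% = wells holding no yeast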
# A3G deaminase – APOBEC3G DNA deaminase inhibitors, primary screen, biochemical, fluorescence, single-stranded DNA substrate, uHTS | DNA dC->dU-editing enzyme APOBEC-3G (Homo sapiens), Q9HC16 | recombinant A3G, ssDNA deamination FAM/TAMRA fluorescence | inhibition, % at 20 µM | actives 0.28% (n = 330,000) | AID 493012, 2011;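 active = inhibition of at least 40% at 20 µM, with no more than 30% in the related APOBEC3A deaminase screen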;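 also: plate controls were DMSO wells with A3G for no effect and wells lacking A3G enzyme for full effect; some compounds called inactive have numbers as strong as hits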
# Target sequence (Q9HC16 whole entry, looked up): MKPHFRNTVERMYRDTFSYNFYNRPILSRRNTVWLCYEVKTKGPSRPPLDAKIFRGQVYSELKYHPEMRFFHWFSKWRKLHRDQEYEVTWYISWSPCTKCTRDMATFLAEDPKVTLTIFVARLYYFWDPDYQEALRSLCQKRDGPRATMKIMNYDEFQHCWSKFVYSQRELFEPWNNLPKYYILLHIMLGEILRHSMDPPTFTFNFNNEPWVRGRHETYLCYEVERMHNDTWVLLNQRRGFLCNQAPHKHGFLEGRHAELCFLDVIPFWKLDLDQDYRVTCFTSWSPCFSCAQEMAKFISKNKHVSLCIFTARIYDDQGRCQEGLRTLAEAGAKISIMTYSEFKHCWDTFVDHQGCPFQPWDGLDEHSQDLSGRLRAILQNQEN
# mIAP inh – inhibitors of mouse IAP, primary screen, biochemical, luminescence, uHTS | inhibition, % at 10 µM | purified mouse IAP, CDP-Star luminescence, 30 min | actives 0.2% (n = 330,000) | intestinal alkaline phosphatase [Mus musculus];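 active = inhibition of at least 40% at 10 µM in the primary screen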;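 also: plate controls were DMSO with enzyme for no effect and no enzyme wells for full effect; values of inactives mirror those of a sister screen read the other way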
# mIAP activ – activators of mouse IAP, primary screen, biochemical, luminescence, uHTS; muIAP, CDP-Star luminescence, 30 min; stronger effect = higher value; 1 = vehicle-only enzyme signal, 0 = enzyme-free wells; activation factor at 10 µM; actives 0.24% (n = 330,000); AID 2805, 2010;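 active = activation factor of at least 2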; also: the source names both 10 and 20 µM as test concentration; values of inactives mirror those of a sister screen read the other way
#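 System: mouse IAP enzyme. Reagent: CDP-Star chemiluminescent phosphatase substrate. Benchmarks: DMSO wells, no-enzyme wells. Times: 30 min enzyme-substrate-compound incubation at room temperature. Detection: luminescence from enzymatic CDP-Star hydrolysis. Doses: test compounds delivered from DMSO solution.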
# beta cell repl – inducers of MIN6 beta-cell proliferation, primary screen, ATP luminescence, uHTS. MIN6 cells proliferation, ATPlite luminescence, 48 h; cells starved in 0.2% serum; 100% = growth in 10% serum. proliferation, % at 10 µM. actives 0.29% (n = 330,000). AID 2380, 2010;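 active = compounds whose signal lies at least 3.5 SD above the mean of all wells on their plate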;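 also: 0% = DMSO-treated cells in low-serum medium and 100% = 10% serum control; some compounds called inactive have numbers as strong as hits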
# Starred values were filed as active, the others as inactive; & = joins results of further samples. No enrichment for hits (roughly 4.6% active in at least one column).
SMILES,TIM10 inh,A3A deaminase,NLRP3 yeast inh,hIAP block,tim10-1 inh,A3G deaminase,mIAP inh,mIAP activ,beta cell repl
CC1CCC2C(C1)OS(=O)(=O)NC2(C)C (stereo not given),6,5,22,7,0,-8,1,0.99,-7
CCCn1nc2cc(C(=O)NC3CCCc4ccccc43)ccc2c1OCC (stereo not given),-17,-2,22,9,0,-9,-9,1.1,2
OCCCNc1ncnc2c1[nH]c1ccccc12,13,-3,-6,-22,5,-7,5,0.95,0
O=C(O)c1cccc2c1C(=O)c1ccc(-c3ccc(OC(F)(F)F)cc3)cc1S2(=O)=O,2,1,3,13,-4,-6,7,0.93,0
COc1ccc(OC)c(C2=Nn3c(nnc3C3CCCCC3)SC2)c1,31,1,12,1,28,0,6,0.94,9.3*
COc1ccc(C2N(c3ccc(OC)cc3)C(=O)C3CCCN32)cc1 (stereo not given),9,-2,13,6,-6,-10,6,0.94,1
CC(c1ccccc1)N(NC(=O)C(O)(c1ccccc1)c1ccccc1)C(=O)c1ccccc1 (stereo not given),10,-2,-5,8,32,-7,17,0.83,0.0*
O=C(CCl)NCc1c(Cl)cccc1-n1cccc1,-13,1,1,-27,10,-4,4,0.96,-6
CN(C)S(=O)(=O)c1cccc(NC(=O)CCCC2CCCCC2)c1,17,-2,-5,-47,41*,-12,-10,1.1,-6
Cc1ccc(S(=O)(=O)N(C)C)cc1NC(=O)c1cccs1,-4,-1,4,-6,-16,-3,1,0.99,-1
CCOC(=O)N1CCN(S(=O)(=O)c2cccc3ccc(C)nc23)CC1,1,1,4,13,9,-3,-2,1,3
O=S(=O)(NCC(c1cccnc1)N1CCN(Cc2ccccc2)CC1)c1cc(F)ccc1F (stereo not given),-2,-3,3,-20,-16,-6,4,0.95,-1
N=C1C(c2nc(-c3cccc([N+](=O)[O-])c3)cs2)=C(O)CN1NC(=O)c1ccco1,5,-2,-4,-18,13,-5,-5,1,-5
COc1cccc(-c2cc(C(=O)Nc3cc(OC)c(OC)c(OC)c3)no2)c1,25,2,13,6,51*,-2,5,0.95,-1
CCOC(=O)n1c(=O)n(C)c2ccc(Cl)cc21,-2,7,24,-26,10,-1,-3,1,4
CCOC(=O)c1c(NC(=O)CN2CCCCC2)sc(C)c1C,-23,0,18,-6,-16,-10,-9,1.1,-4
COc1cc2c(cc1NC(=O)C(C)Sc1ccc(NC(C)=O)cc1)oc1ccccc12 (stereo not given),20,5,18,2,36,0,-14,1.1,0
Cc1cc(NC(=O)CCC(=O)N(CC(=O)NCC2CCCO2)c2ccc3c(c2)OCCO3)no1 (stereo not given),-10,-7,-12,-4,8,-10,-8,1.1,-2
Cc1cc(S(=O)(=O)n2cnc3cc([N+](=O)[O-])ccc32)ccc1Cl,6,-2,5,20,6,-9,11,0.89,-1
COc1ccccc1-n1cnc2c(c1=O)c1nc3ccccc3nc1n2CCc1ccccc1,3,0,2,4,11,-1,16,0.84,0
O=C(CSc1nccc(=O)[nH]1)NC1CCCCCC1,-3,2,18,2,-8,2,-5,1.1,3
CCO[C@H]1OC(C(=O)NCc2ccccc2)=C[C@@H](c2ccc3c(c2)OCO3)[C@@H]1CCCO,15,-6,0,-11,30,-8,-9,1.1,-3
CC(=O)Nc1ccc(NC(=O)CCn2nnc3ccccc32)cc1,5,-2,16,7,-2,-3,-6,1.1,1
O=[N+]([O-])/C(C(=C(Cl)Cl)N1CCOCC1)=C1\NCCO1,9,-2,0,-4,6,-12,2,0.97,-2
O=C(Nc1ccccc1C(=O)Nc1ccc(Br)cn1)c1cccc([N+](=O)[O-])c1,4,-5,-3,-11,37,30,11,0.89,-5
Cc1cc(C)n(CC(O)COc2ccc3ccccc3c2)n1 (stereo not given),5,3,6,0,25,-7,0,1,-1
Cc1cccc(NS(=O)(=O)c2c(C)nc3scc(C)n3c2=O)c1,14,-9,6,-13,21,-8,0,1,-2
COC(=O)c1ccc(OCCn2cnc3ccccc3c2=O)cc1,-20,-2,30,14,-30,-4,5,0.95,2
Clc1ccc(C(c2ccccc2)N2CCNCC2)cc1 (stereo not given),11,1,15,7,6,-3,0,1,-5
O=C1CN(c2nc(-c3ccccc3)c3cc(Br)ccc3n2)c2ccccc2N1,-1,0,-2,-13,16,-5,13,0.87,-6

# Ordered by the number under mIAP inh (descending): three of the compounds above.
Compound	mIAP inh
COC(=O)c1ccc(OCCn2cnc3ccccc3c2=O)cc1	5
O=[N+]([O-])/C(C(=C(Cl)Cl)N1CCOCC1)=C1\NCCO1	2
CCOC(=O)c1c(NC(=O)CN2CCCCC2)sc(C)c1C	-9

# (cont.)
SMILES,TIM10 inh,A3A deaminase,NLRP3 yeast inh,hIAP block,tim10-1 inh,A3G deaminase,mIAP inh,mIAP activ,beta cell repl
O=c1cccc2n1Cc1cc3ccccc3nc1-2,-6,49*,1,17,5,2,-9,1.1,8
O=C(Cc1cccc(C(F)(F)F)c1)NCC(c1ccco1)N1CCCCC1 (stereo not given),-10,5,1,-7,12,1,-15,1.1,-2
CN(C)c1c(F)cc(-c2nn[nH]n2)cc1F,1,-2,2,-18,7,-4,1,0.99,2
CC1CCc2sc(NC(=O)C3CC(Cl)=CCC3C(=O)O)c(C#N)c2C1 (stereo not given),5,-1,4,-4,28,-3,11,0.89,6
CCOc1cc(CNC2CCCC2)cc(Cl)c1OCc1ccccc1,20,-1,31,8,18,-8,6,0.94,-3
COC(=O)c1ccc(CSc2nc3c(c(=O)n2-c2ccccc2)SCC3)o1,28,-1,15,8,25,-4,-2,1,1
COc1ccc(NCC(=O)N/N=C/c2c(C)nn(Cc3ccccc3)c2Cl)cc1,9,-8,10,-10,23,5,2,0.98,-2
COC(=O)c1c(NC(=O)c2cnccn2)sc2c1CCC2,-3,1,31,-32,17,0,23,0.77,3
N#CC1=C(N)Oc2cc(N)ccc2C1c1cccnc1 (stereo not given),-2,0,11,-32,5,-2,1,0.99,1
O=C1CC(N2C(=O)/C(=C/C=C/c3ccccc3)SC2=S)C(=O)N1c1ccccc1 (stereo not given),37,1,11,24,38,6,19,0.81,-4
N#CC1(NC(=O)COC(=O)c2cc([N+](=O)[O-])ccc2N2CCOCC2)CCCCC1,6,4,19,-2,-12,-1,-2,1,5
COc1ccc(NC(=O)CN2C(=O)C(c3ccccc3)=NC23CCCCCC3)cc1,11,-1,0,11,33,-5,4,0.96,0
Cc1cccc(NC(=O)CN2CCN(C(=O)C3CCN(C(=O)/C=C/c4ccccc4)CC3)CC2)c1C,9,5,10,-5,-4,-5,-11,1.1,1
O=C(NCCCn1ccnc1)c1ccc(Br)s1,2,-3,-10,2,5,-7,4,0.95,5
O=C(c1ccc(-c2cc(Cl)ccc2Cl)o1)N1CCOCC1,19,1,-34,14,19,-4,4,0.96,0

# Grouped by structure, the compounds so far containing a Cl atom (9)
SMILES,TIM10 inh,A3A deaminase,NLRP3 yeast inh,hIAP block,tim10-1 inh,A3G deaminase,mIAP inh,mIAP activ,beta cell repl
O=C(CCl)NCc1c(Cl)cccc1-n1cccc1,-13,1,1,-27,10,-4,4,0.96,-6
CCOC(=O)n1c(=O)n(C)c2ccc(Cl)cc21,-2,7,24,-26,10,-1,-3,1,4
Cc1cc(S(=O)(=O)n2cnc3cc([N+](=O)[O-])ccc32)ccc1Cl,6,-2,5,20,6,-9,11,0.89,-1
O=[N+]([O-])/C(C(=C(Cl)Cl)N1CCOCC1)=C1\NCCO1,9,-2,0,-4,6,-12,2,0.97,-2
Clc1ccc(C(c2ccccc2)N2CCNCC2)cc1 (stereo not given),11,1,15,7,6,-3,0,1,-5
CC1CCc2sc(NC(=O)C3CC(Cl)=CCC3C(=O)O)c(C#N)c2C1 (stereo not given),5,-1,4,-4,28,-3,11,0.89,6
CCOc1cc(CNC2CCCC2)cc(Cl)c1OCc1ccccc1,20,-1,31,8,18,-8,6,0.94,-3
COc1ccc(NCC(=O)N/N=C/c2c(C)nn(Cc3ccccc3)c2Cl)cc1,9,-8,10,-10,23,5,2,0.98,-2
O=C(c1ccc(-c2cc(Cl)ccc2Cl)o1)N1CCOCC1,19,1,-34,14,19,-4,4,0.96,0

# Next section.
SMILES,TIM10 inh,A3A deaminase,NLRP3 yeast inh,hIAP block,tim10-1 inh,A3G deaminase,mIAP inh,mIAP activ,beta cell repl
CCCCc1cc(=O)oc2cc(C)cc(O)c12,-2,-2,-5,18,22,-2,1,0.99,-6
O=C(c1ccc(COc2ccccc2Cl)o1)N1CCN(Cc2ccc3c(c2)OCO3)CC1,23&7,0&-3,24&19,-9&6,27&22,-1&-5,-6&-2,1.1&1,-2&-4
CCN(C(=O)CN1C=NS(=O)(=O)c2ccccc21)c1ccccc1,2,-6,11,-5,5,-2,9,0.91,-1
CC(NC(=O)c1cc(COc2ccccc2)on1)c1nccs1 (stereo not given),-1,-3,9,17,17,-3,-2,1,0
CCOC(=O)[C@@H]1[C@H]2COc3ccc(Br)cc3[C@H]2N2C(=O)N(c3cccc(F)c3)C(=O)[C@]12C,-72,-1,7,-3,-56,2,-10,1.1,-8
COc1cccc(C(=O)Nc2ccncc2)c1OC,-10,-4,8,6,-20,-6,5,0.95,3
O=C(Nc1ccccc1C(F)(F)F)c1cc(S(=O)(=O)N2CCC3(CC2)OCCO3)ccc1F,7,3,24,13,21,0,1,0.99,-1
Cc1ncc(CSCC(=O)Nc2cc(C(F)(F)F)ccc2Cl)c(CO)c1O,3,-4,2,2,21,-3,-9,1.1,2
Cc1c(Cl)c(C(F)(F)F)nn1CC(=O)NCc1ccco1,-1,1,21,2,1,-4,-15,1.1,-1
Cc1cccc(S(=O)(=O)c2c(N)n(-c3ccccc3)c3nc4ccccc4nc23)c1,25,3,15,-9,-1,-8,-2,1,0
Clc1ccc(CSc2nccn2Cc2ccccc2)cc1,60*,-2,38,-54,48*,7,4,0.95,-6
COc1ccc(NC(=O)CSCC(=O)NCc2ccco2)cc1,7,-4,5,3,7,-5,6,0.94,3
Cc1nn(-c2ccccc2)c(Cl)c1C(=O)NCCN(C)C,5,0,-3,6,-5,-7,7,0.93,1
